HP1b chromo inh: blocks HP1-beta chromodomain binding to methylated histone tails; P83916; AlphaScreen HP1-beta / biotin-H3K9me3 peptide binding; Potency, µM (top dose mostly 114 µM), for the others: top-dose activity change, negative = inhibition, usual class: inhibitors; 0.56% of 390,000 active; note: potency is the fitted concentration of half-maximal effect; nearly all actives have a fitted effect of over 70% in size; inactives centre near 23
Target sequence (P83916 whole entry, looked up): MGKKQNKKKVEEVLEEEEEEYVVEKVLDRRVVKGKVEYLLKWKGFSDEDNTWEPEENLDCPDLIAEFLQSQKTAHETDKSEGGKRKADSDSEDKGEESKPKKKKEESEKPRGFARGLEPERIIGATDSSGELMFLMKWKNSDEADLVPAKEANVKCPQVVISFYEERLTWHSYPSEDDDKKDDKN
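AlphaScreen: HP1-beta (50 nM) preformed 30 min with biotin-H3(1-18)K9me3 peptide (50 nM) in PBS pH 7.4, 0.01% Tween-20. Compound added for 30 min at RT, then streptavidin donor/nickel chelate acceptor beads (10 ug/mL) for 30 min.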
PGK inhibitor: inhibitors of T. brucei phosphoglycerate kinase. Potency, µM (highest dose often 57.5 µM), without a hit: top-dose activity change, negative = inhibition, usual class: inhibitors. 0.043% of 380,000 active. P07378. AID 602233. PGK/GAPDH coupled, Kinase-Glo luminescence, 60 min; note: potency is the fitted concentration of half-maximal effect; % is set by controls: 0 for no effect and ±100 for the full control effect; nearly all actives have a fitted effect of over 60% in size
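Luminescent ATP detection (Kinase-Glo Plus) follows a 60-minute room-temperature incubation, with wells lacking PGK as controls. Buffer: 100 mM TEA (pH 7.6), 5 mM MgCl2, 0.01% Tween-20. Coupling enzyme GAPDH (100 nM final) supplies unstable 1,3-BPG in-well.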
JMJD2A Tudor inh: JMJD2A Tudor domain (human) inhibition | AlphaScreen JMJD2A-Tudor / H3K4me3 peptide binding | Potency, µM (top dose mostly 114 µM), inactives show top-dose activity change, negative = inhibition, most hits filed as inhibitors | 4.4% of 390,000 active | AID 504339; note: potency is the fitted concentration of half-maximal effect; % is set by controls: 0 for no effect and ±100 for the full control effect; nearly all actives have a fitted effect of over 50% in size
Pin1 inhibitor: human Pin1 inhibition; Q13526; Pin1 FP peptide displacement, HiFluor488, 10 min; Potency, µM (highest dose often 115 µM), without a hit: at the top dose activity, negative = inhibition, usual class: inhibitors; 0.009% of 390,000 active; AID 504891; active = well fitted inhibition curve with a large enough effect in the polarisation, with a control signal flat, not every such curve was filed as active; inconclusive = small, poorly fitted or top-dose-only effect, or effect the other way, or a change in a side signal; inactive = no such curve, though single readings can be large or run the other way; the % refers to the polarisation; note: potency is the fitted concentration of half-maximal effect; % is set by controls: 0 for no effect and ±100 for the full control effect
Target sequence (Q13526 whole entry, looked up): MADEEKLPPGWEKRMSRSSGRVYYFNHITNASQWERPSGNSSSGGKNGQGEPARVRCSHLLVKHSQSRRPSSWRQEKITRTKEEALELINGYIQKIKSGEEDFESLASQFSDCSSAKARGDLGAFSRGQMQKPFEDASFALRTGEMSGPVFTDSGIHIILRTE
BAZ2B block: blocks human BAZ2B; AlphaScreen BAZ2B-H3K14Ac peptide displacement; Potency, µM (titrated, usually from 114 µM), without a hit: top-dose activity change, negative = inhibition, actives largely listed as inhibitors; 4.4% of 360,000 active; note: potency is the fitted concentration of half-maximal effect; % is set by controls: 0 for no effect and ±100 for the full control effect; nearly all actives have a fitted effect of over 60% in size
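AlphaScreen luminescence quantifies BAZ2B engagement of H3K14Ac peptide; the protein and biotinylated peptide are both at 50 nM final, buffer PBS pH 7.4 with 0.01% Tween-20, all steps at room temperature.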
G9a inh: G9a (human) methyltransferase inhibition; Q96KQ7; AID 504332; Potency, µM (highest dose often 102 µM), without a hit: at the highest dose activity, negative = inhibition, hits mostly inhibitors; 8.8% of 350,000 active; G9a H3K9 monomethylation, AlphaScreen, 2 h; note: potency is the fitted concentration of half-maximal effect; % is set by controls: 0 for no effect and ±100 for the full control effect; nearly all actives have a fitted effect of over 75% in size
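Compounds were preincubated with 20 nM G9a for 15 min, after which biotinylated H3K9 peptide (500 nM) and SAM (20 uM) started a 2 h room-temperature reaction. Monomethylated product was quantified by antibody-based AlphaScreen chemiluminescence.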
Pol eta inh: blocks human DNA polymerase eta activity; AID 588591; recombinant Pol eta, fluorescent DNA replication assay; Potency, µM (doses to about 114 µM), for inactives: at the top dose activity change, negative = inhibition, most hits filed as inhibitors; 1.2% of 390,000 active; Q9Y253; note: potency is the fitted concentration of half-maximal effect; % is set by controls: 0 for no effect and ±100 for the full control effect
Target sequence (Q9Y253 whole entry, looked up): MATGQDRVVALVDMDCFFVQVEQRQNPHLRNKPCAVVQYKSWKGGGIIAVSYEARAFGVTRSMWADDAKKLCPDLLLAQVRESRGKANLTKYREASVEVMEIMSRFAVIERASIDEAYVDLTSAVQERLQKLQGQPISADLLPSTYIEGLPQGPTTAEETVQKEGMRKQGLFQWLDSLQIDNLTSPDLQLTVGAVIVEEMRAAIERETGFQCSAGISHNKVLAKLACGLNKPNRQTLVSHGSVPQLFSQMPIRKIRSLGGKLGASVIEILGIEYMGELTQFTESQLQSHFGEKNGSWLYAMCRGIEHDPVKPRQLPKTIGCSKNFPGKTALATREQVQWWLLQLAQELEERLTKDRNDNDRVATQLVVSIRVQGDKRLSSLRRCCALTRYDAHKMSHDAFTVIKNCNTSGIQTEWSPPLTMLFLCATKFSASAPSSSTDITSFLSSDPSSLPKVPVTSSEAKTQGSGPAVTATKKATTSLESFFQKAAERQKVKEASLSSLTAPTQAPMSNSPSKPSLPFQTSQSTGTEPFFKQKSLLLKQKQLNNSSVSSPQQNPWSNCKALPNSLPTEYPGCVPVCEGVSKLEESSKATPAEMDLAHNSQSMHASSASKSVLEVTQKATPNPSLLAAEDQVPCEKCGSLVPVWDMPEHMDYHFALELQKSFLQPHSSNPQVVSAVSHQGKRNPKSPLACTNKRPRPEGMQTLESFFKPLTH
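Pol eta (10 nM) was preincubated with compounds for 15 min at room temperature, after which fluorescent replication substrate (50 nM final) was added to start the reaction. Fluorescence was read kinetically at 0 and 10 min.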
PI4K2A inh: inhibitors of human PI4K2A; AID 1346378; activity change, negative = inhibition, % at 76.9 µM; Q9BTU6; purified PI4K2A, ADP-Glo luminescence, 1 h; hits give low values; 0.13% of 420,000 active; in the data active = activity change below about -50%; inconclusive = mostly about -30% to -49%;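 note: -100% = wells without enzyme as full effect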
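PI4K2A activity was measured by ADP-Glo luminescence: enzyme (4 ug/mL stock) and phosphatidylinositol (1.2 mM stock) in Tris pH 7.5/MgCl2/EGTA/Triton X-100 buffer were reacted with ATP (300 microM stock) for one hour at ambient temperature.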
GLS inhibitor: blocks human kidney-isoform glutaminase activity | GLS enzymatic activity, qHTS titration | Potency, µM (series often up to 45.5 µM), for inactives: at the top dose activity change, negative = inhibition, usual class: inhibitors | AID 624170 | 0.21% of 410,000 active | O94925; note: potency is the fitted concentration of half-maximal effect; % is set by controls: 0 for no effect and ±100 for the full control effect
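Read-out is an Amplex red fluorescence increase coupled through glutamate oxidase and HRP, measured before and after 30 min room-temperature incubation. hKGA is in 45 mM KH2PO4 (pH 8.2) with 0.02% Tween-20; glutamine added as 1mM solution.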
* = called active by the depositor; i = inactive; ? = inconclusive; nt = no result given; [ ] = another dose, or the depositor's remark. Unless noted, calls come from the whole dose curve; as a rule, active = well fitted curve in the direction sought with a large enough effect; inconclusive = small, poorly fitted or top-dose-only effect, or another doubt; inactive = no such curve, though single readings can be large; an effect the other way counts as inactive or inconclusive.

SMILES | HP1b chromo inh | PGK inhibitor | JMJD2A Tudor inh | Pin1 inhibitor | BAZ2B block | G9a inh | Pol eta inh | PI4K2A inh | GLS inhibitor
CC(=O)Nc1ccc(NC(=O)c2ccc(CN3CCc4ccccc4C3)cc2)cc1 | 9% | 7% | -8% | 1% | -23% | 12% | 1% | 2 | 3%
CC(=O)N(C(C)=O)N1C(=O)c2cccc3c(N4CCOCC4)ccc(c23)C1=O | 43%[activator] | -6% | 6% | ? | 4% | 22% | -7% | -2 | 5%
COc1cc2c(cc1OC)CN(C(=O)CN1CCN(S(=O)(=O)c3ccc(C)c(C)c3)CC1)CC2 | 26% | -4% | -24% | 4% | -35% | 15% | ? | -4 | -4%
CC12CCC(=O)C=C1CCC1C2C(O)CC2(C)C1CCC21OCC1=O (centres undefined) | 23%[57 µM] | 10% | -4% | 0% | nt | nt | -2% | -5 | 2%
O=C(Nc1cccc2c1CCCC2)N1CCOc2ccc(Cl)cc21 | 102%[activator] | -6% | 43%[activator] | -1% | 110%[activator] | 42%[59 µM] | -2% | 0 | 8%
COc1cc(/C=N/NC(=O)c2cc(-c3ccccc3)sc2N)cc(OC)c1OC | -16% | 4% | -10% | 9% | -25% | ? | -17% | -4 | ?
S=C(Nc1ccc(Oc2ccc(NC(=S)NC3CCCCC3)cc2)cc1)NC1CCCCC1 | -7% | 4% | -3% | 5% | -25% | 12%[59 µM] | -22% | -3 | 16%
CCOC(=O)C1=C(C)NC(C)=C(C(=O)OCC)C1c1sccc1C | 87%[activator] | -4% | -14% | ? | 3% | 7% | ? | 1 | 41%[activator]
N#Cc1c(N2CCCC2)nc(N)c2c(N)nc(N3CCCC3)cc12 | -8% | ? | ? | 1% | ? | -20%[12.7 µM] | 2.8µM* | ? | 18%
CC1Cc2ccccc2N1CC(=O)Nc1ccc2c(c1)OC(F)(F)O2 (centres undefined) | -20% | -1% | ? | 1% | ? | ? | 0% | 2 | 17%
Cc1ccc(-n2c(SCC(=O)NCc3ccccc3)nc3c([nH]c4ccccc43)c2=O)cc1 | 11% | -7% | -13% | -1% | 0% | 0%[59 µM] | 3% | -2 | 0%
O=C(c1ccco1)N1CCN(C(=O)c2cc(-c3ccccn3)nc3ccccc23)CC1 | 33% | 2% | 3% | -1% | nt | ? | -2% | 12 | 6%
CC(Sc1nc(N)cc(=O)[nH]1)C(=O)Nc1sc2c(c1C#N)CCCC2 (centres undefined) | 31% | -6% | -9%[11.4 µM] | 9% | -7% | 11% | 1% | -3 | 1%
CC(C)CNC(=O)c1ccccc1NC(=O)/C=C/c1cccc([N+](=O)[O-])c1 | 37% | -2% | 7% | -2% | -31% | -12%[59 µM] | -16% | -3 | -11%
COc1c(CC=C(C)C)cc(C2CC(=O)c3c(O)cc(O)cc3O2)cc1CC=C(C)C (centres undefined) | -5% | -2% | ? | ? | -8% | 18%[59 µM] | -21% | 0 | 17%
COC(=O)c1ccc(NC(=O)CCc2nnc3ccc(N4CCC5(CC4)OCCO5)nn23)cc1 | 20% | -11% | -26% | 2% | -13%[57.1 µM] | -5% | ? | 4 | -1%
COC(=O)c1cccc(N(C(=O)CNC(=O)c2ccco2)C(C(=O)NC2CCCC2)c2ccco2)c1 (centres undefined) | 35% | 8% | 0% | 2% | 13% | 9%[59 µM] | -3% | -2 | -9%
COc1ccc(C(=O)N(C)Cc2cnn(Cc3ccccc3)c2)cc1S(=O)(=O)N1CCOCC1 | 37% | 4% | -5% | 1% | 14% | 6%[12.7 µM] | -17% | 1 | 0%
CC(C)N(Cc1nc2ccccc2[nH]1)C(C)C | 117%[activator] | -14% | -12% | 0% | -3% | 27% | -12% | -1 | 17%
Cc1cc(C)c(N2C(=O)CCCC2=O)c(Cl)c1 | 31% | -3% | -10% | -12% | 10% | nt | -14% | -2 | -15%
COc1ccc2[nH]c(=O)c(CN(CCO)C(=O)c3cccs3)cc2c1 | 23% | i | 0% | -1% | -25% | -29%[59 µM] | -10% | 4 | 0%
Cc1cc(Cl)ccc1NC(=O)C1COc2ccccc2O1 (centres undefined) | 50%[activator] | -4% | 15% | -2% | 72%[activator] | nt | -22% | 1 | -1%
NC(=O)c1ccc(C23CC4CC(CC(C4)C2)C3)o1 | 37% | -4% | -7% | -1% | -31% | 16%[59 µM] | -16% | 1 | 5%
CCN(CC)S(=O)(=O)c1ccc2c(c1)c(C(=O)O)cn2C | 26% | i | -27% | 2% | -17% | -30%[12.7 µM] | -11% | 6 | -2%
COc1ccc([C@H]2CC(=O)C=C(c3cc(C(F)(F)F)cc(C(F)(F)F)c3)C2)cc1 | 37%[activator] | -9% | -13% | -1% | 4% | 4%[2.33 µM] | -4% | -1 | 1%
Carrying on:
SMILES | HP1b chromo inh | PGK inhibitor | JMJD2A Tudor inh | Pin1 inhibitor | BAZ2B block | G9a inh | Pol eta inh | PI4K2A inh | GLS inhibitor
COc1ccc(Br)cc1CNC(=O)C1CCN(S(=O)(=O)N2CCCC2)CC1 | 30% | 7% | -6% | -3% | 10% | -22% | -12% | 1 | 13%
Cc1ncc(CN2CCCC(C(=O)Nc3ccc(-c4cscn4)cc3)C2)cn1 (centres undefined) | 33% | 3% | -14% | -5% | -4% | nt | -7% | 0 | 1%
Cc1ccc(NC(=O)CCCNC(=O)c2ccc(Cl)cc2)c(O)c1 | 40%[activator] | i | -19% | -3% | -20% | 38%[activator] | -15% | -2 | 2%
Cc1ccc(C(=O)NC2CC3CCC(C2)N3Cc2ccco2)cc1 (centres undefined) | 4% | 6% | -7% | 2% | -5% | -12%[59 µM] | 0% | -1 | -1%
CCOc1ccc(CCNC(=O)c2cc3c(s2)CS(=O)(=O)C3)cc1OCC | 56%[activator] | i | -20% | 1% | -23% | -2%[59 µM] | -7% | -1 | -6%
CCOC(=O)C1CCN(C(=O)c2c(C)nn(-c3ccc(F)cc3)c2-n2cccc2)CC1 | 5% | -6% | -12% | 2% | -8% | ? | -12% | -1 | -16%
CS(=O)(=O)NCCCNc1ccc(Cl)cc1[N+](=O)[O-] | -13% | -6% | 13% | 0% | ? | ? | -11% | 4 | 8%
COc1ccc(N(CC(=O)N/N=C(\C)CCc2ccccc2)S(=O)(=O)c2ccc(C)cc2)cc1 | 22% | -7% | -11% | -2% | -21% | nt | -15% | -1 | 0%
Cc1cc(N2CCOCC2)ccc1/C=C1\NC(=O)N(Cc2ccccc2)C1=O | 36%[activator] | nt | -7% | ? | -29% | 50µM* | -17% | 1 | -4%
Cc1nc2c(c(C)nn2-c2ccccc2)c(C)c1C | 32%[activator] | -5% | 1% | -5% | nt | nt | -15% | 1 | 0%
C=CCOc1cccc(C2C(C(=O)c3cc4ccccc4o3)=C(O)C(=O)N2c2cc(C)on2)c1 (centres undefined) | -3%[57 µM] | 10% | ? | 6% | -29% | 40µM* | -3% | -1 | 8%
COc1ccc2sc(N(CCN(C)C)C(=O)c3ccc4ccccc4c3)nc2c1 | -14%[57 µM] | -7% | 40µM* | -3% | ? | 40µM* | -14% | -7 | 1%
CN(CC(=O)Nc1ccccc1C(F)(F)F)C(=O)COc1ccccc1Cc1ccccc1 | 34% | i | -1% | 4% | 13% | 9%[0.501 µM] | ? | -3 | -1%
COc1ccccc1CCNC(=O)CCc1c(C)c2cc3c(C)coc3cc2oc1=O | 36% | -1% | -24% | 20% | -11% | -21%[59 µM] | -6% | 2 | -8%
CCOC(=O)c1sc(=NC(=O)c2cccc(C)c2)n(C)c1C | 16% | i | -7% | 3% | -1% | -23% | -17% | 6 | 2%
CN1/C(=C\C(=O)c2cncc(Br)c2)C(C)(C)c2ccccc21 | 221%[activator] | -5% | 103%[activator] | 19% | 108%[activator] | 158%[activator][59 µM] | -10% | -1 | 4%
CCOc1ccc2ccccc2c1CNc1nnnn1CC | -4% | 1% | -13% | -13% | -19% | -23% | -5% | 7 | 8%
CC(C)(C)n1nnnc1C(c1ccncc1)N1CCN(c2ccc(O)cc2)CC1 (centres undefined) | ? | 1% | 45µM* | 5% | -10% | ? | -7% | -6 | ?
CCN(CC(=O)Nc1cc(Cl)ccc1C)C(=O)CCOc1ccccc1C | 28% | -6% | -4% | -2% | 10% | 37% | -17% | 2 | -4%
CCOC(=O)c1nn(-c2ccccc2)c(=O)c2c(N)scc12 | 22% | -12% | -34%[11.4 µM] | ? | nt | 1.6µM* | ? | ? | ?
CCN(CC)S(=O)(=O)c1ccc(N2CCOCC2)c(NC(=O)COc2ccc(OC)cc2)c1 | 20% | -4% | -21% | 7% | 0% | -6%[2.33 µM] | ? | 9 | -3%
Cc1ccc(Cl)cc1N(CC(=O)NC1CCCCC1)S(C)(=O)=O | 28% | -4%[11.5 µM] | 5% | 0% | nt | ? | -9% | -2 | -8%
Cc1ccc(NC(=O)CCC(=O)NNC(=O)COc2ccc([N+](=O)[O-])cc2)cc1C | 34% | -4% | -14% | -1% | -16% | -9% | 5% | -5 | 4%
COc1ccc(CCC(=O)Nc2ccc(C(=O)c3ccncc3)cc2)cc1 | 25% | i | -20% | -9% | -29% | 20% | -17% | 0 | 7%
CN1CCCN(C(=O)CC(c2ccccc2)c2ccccc2)CC1 | 41%[activator] | nt | -6% | -1% | -20% | -38% | -4% | -4 | 8%
CN(C)c1ccc(/C=N\S(=O)(=O)c2ccccc2)cc1 | 31% | -9% | -7% | 0% | -12% | -28%[59 µM] | 7% | 0 | 2%

Just G9a inh (2 entries from above):
SMILES	G9a inh
COc1ccc(CCC(=O)Nc2ccc(C(=O)c3ccncc3)cc2)cc1	20%
CN1CCCN(C(=O)CC(c2ccccc2)c2ccccc2)CC1	-38%

Bioassay records from PubChem.

An excerpt. The share of hits here may be higher or lower than overall.
